# p97 ATPase inh: blocks human p97 ATPase activity. P55072. recombinant p97 ATPase, Kinase-Glo ATP luminescence, 3 h. inhibition, % at 8 µM. 0.42% of 220,000 active; in the data active = inhibition above about 15%;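 also: 0% = DMSO vehicle and 100% = wells lacking enzyme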
# KCC2 mod: modulates chloride dependent transport by human KCC2; Q9H2X9; KCC2 cells, thallium flux FluoZin-2 fluorescence; B-score of Tl+ flux slope (higher = more flux/activation; lower = inhibition) at 10 µM; 2.2% of 190,000 active; AID 1456;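 active = thallium flux slope and its plate-corrected score both differing from the plate sample mean at a set confidence after two filtering rounds, in either direction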;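 also: slope of fluorescence scaled to starting intensity during 10 to 20 s after thallium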
# FXIa inh 1536: inhibitors of human coagulation factor XIa | P03951 | purified FXIa, Boc-Glu-Ala-Arg-AMC fluorogenic substrate | inhibition, % at 5 µM | 0.14% of 220,000 active | AID 798;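 active = inhibition of at least 40%; inactive = inhibition below 40%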;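 also: fluorescence of freed AMC excited at 355 nm; 0% = enzyme without compound and 100% = no enzyme blank; many of its hits are not listed in these tables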
# Target sequence (P03951 19-387 limits assumed): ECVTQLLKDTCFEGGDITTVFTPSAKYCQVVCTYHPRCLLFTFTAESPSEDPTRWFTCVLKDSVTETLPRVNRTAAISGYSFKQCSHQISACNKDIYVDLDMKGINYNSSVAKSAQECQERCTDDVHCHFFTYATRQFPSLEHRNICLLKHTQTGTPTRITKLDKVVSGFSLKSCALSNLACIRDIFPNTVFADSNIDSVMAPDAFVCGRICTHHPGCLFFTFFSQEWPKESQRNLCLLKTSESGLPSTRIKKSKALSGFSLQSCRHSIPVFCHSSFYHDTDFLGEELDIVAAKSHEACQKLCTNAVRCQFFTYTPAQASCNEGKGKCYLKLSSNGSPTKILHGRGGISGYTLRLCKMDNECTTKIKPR
# Target sequence (P03951 388-625 limits assumed): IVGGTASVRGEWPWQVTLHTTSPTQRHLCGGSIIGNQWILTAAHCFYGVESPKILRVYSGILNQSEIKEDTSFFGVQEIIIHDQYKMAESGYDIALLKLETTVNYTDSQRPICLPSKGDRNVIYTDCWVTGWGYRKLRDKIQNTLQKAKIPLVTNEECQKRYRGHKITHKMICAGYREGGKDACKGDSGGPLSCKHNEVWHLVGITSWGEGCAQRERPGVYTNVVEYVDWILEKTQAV
# Wee1 degr inh: human Wee1 degradation inhibition, primary screen; P30291; HeLa Luc-Wee1K328M stability, luciferase luminescence; 100% = proteasome inhibitor MG132 effect; reporter increase, % at 5 µM; 1.2% of 220,000 active;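 active = activation above the mean of all tested compounds plus 3 SD, set per screening run, cut at about 8.8% in these data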;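 also: cells exposed to compound for 20 h before luminescence read; 0% = DMSO alone and 100% = MG132 at 30 µM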
# Furin inh: blocks human furin protease activity; P09958; purified furin, fluorogenic substrate cleavage; inhibition, % at 30 µM; 0.061% of 220,000 active; AID 463115; in the data active = inhibition above about 25%; also: inactives centre near -15
# hK5 inh: kallikrein 5 (human) inhibition. Q9Y337. recombinant hK5, fluorogenic AMC substrate cleavage. inhibition, % at 5 µM. 0.59% of 210,000 active. AID 873;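 active = inhibition of 40% or more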;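 also: 0% = enzyme controls without compound and 100% = no-enzyme blanks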
# Target sequence (Q9Y337 67-293 limits assumed): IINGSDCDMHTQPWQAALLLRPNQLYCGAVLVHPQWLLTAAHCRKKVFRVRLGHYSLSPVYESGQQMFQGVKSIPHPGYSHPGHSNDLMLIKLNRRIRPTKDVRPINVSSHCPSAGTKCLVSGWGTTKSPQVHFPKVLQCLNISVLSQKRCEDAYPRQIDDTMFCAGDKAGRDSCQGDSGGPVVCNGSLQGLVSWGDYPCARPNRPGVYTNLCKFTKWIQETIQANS
# FXIIa inh: blocks human coagulation factor XIIa protease activity | P00748 | purified FXIIa, Boc-QGR-AMC fluorogenic substrate, 2 h | inhibition, % at 5 µM | 0.3% of 220,000 active | AID 800; in the data active = inhibition above about 40%;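 also: 0% = enzyme with no compound and 100% = blank without enzyme; many of its hits are not listed in these tables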
# PERK inhibitor: blocks human PERK kinase | inhibition, % at 5.6 µM | AID 1416 | 0.17% of 220,000 active | CHO PERK-DD fusion, SEAP luminescence translation reporter | Q9NZJ5;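 active = inhibition above the mean inhibition of all tested compounds plus 3 SD, set separately per screening campaign, cut at about 2.9% in these data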;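 also: PERK kinase domain activated by AP20187 dimerizer at 100 nM; 0% = DMSO with dimerizer and 100% = rapamycin at 8.4 µM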
# thrombin 1536: blocks human thrombin protease activity. P00734. inhibition, % at 5 µM. 0.26% of 220,000 active. alpha-thrombin, Boc-VPR-AMC fluorogenic substrate cleavage;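 active = inhibition at or above 40%; inactive = inhibition below 40%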;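 also: 0% = enzyme with no compound and 100% = wells without enzyme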
#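 Assay system: human alpha-thrombin enzyme. Reagent: Boc-VPR-AMC substrate, 15 µM final. Compound dosing: one concentration per compound, 5 µM, with 0.2% DMSO. Incubation: room-temperature reaction. Technique: AMC fluorescence, 355/460 nm. Measure: % inhibition relative to enzyme controls and enzyme-free blanks.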
# Numbers without * were called inactive; . = no result given; [ ] = remark or other dose. This is a random part of the collection; any-hit rate near 4.4%.
SMILES,p97 ATPase inh,KCC2 mod,FXIa inh 1536,Wee1 degr inh,Furin inh,hK5 inh,FXIIa inh,PERK inhibitor,thrombin 1536
Cc1onc(-c2c(F)cccc2Cl)c1C(=O)Nc1ccccc1N1CCOCC1,-6,0.2,-10,-4,-15,3,-2,-0.7,-7
COc1ccc(NC(=O)CN2CCN(S(=O)(=O)c3ccc(Cl)cc3)CC2)cc1Cl,1,-0.17,4,-4,-29,-2,12,1.0,3
Cc1ccc(C=Nc2ccccc2C(=O)Nc2ccccc2)cc1,7,-3.4,11,-1,-23,-22,17,-0.2,-5
CCCN1C(=O)C(Cc2nc3ccccc3c(=O)n2C)c2ccccc21 (stereo not drawn),0,0.75,7,-1,-17[20 µM],-6,21,-0.5,1
CCOc1cc(N2CCOCC2)c(OCC)cc1NC(=O)c1ccc(S(=O)(=O)N(C)C)cc1,1,0.072,1,0,-28,5,10,0.7,0
Cc1ccc(NC(=O)c2c(F)cccc2Cl)cc1NS(C)(=O)=O,-2,0.56,-4,7,-12,0,2,-0.8,-2
C=CCSc1nnc(Cc2c(C)[nH]c3ccccc23)o1,-7,-2,9,3,0,1,8,0.1,21
COc1cccc(N=Nc2c(=O)[nH]n3c(=O)c4c([nH]c23)CCC4)c1,-5,-1.7,0,-1,17,-16,10,0.6,-2
CN1CCN(CC(O)COc2ccc(C34CC5CC(CC(C5)C3)C4)cc2)CC1 (stereo not drawn),-6,0.46,-7,-2,-19,0,6,2.5,-7
COc1ccc(OC)c(C(=O)CSc2nnc(-c3ccc(OC)c(OC)c3)o2)c1,1,-0.55,5,4,-16[20 µM],-2,2,0.5,-6
COc1cccc(N2CCN(CC(=O)C34CC5CC(CC(C5)C3)C4)CC2)c1,-1,0.044,-11,3,-19[20 µM],-23,4,1.3,4
O=C1N/C(=C/c2ccc(N3CCOCC3)cc2)C(=O)N1Cc1ccc(F)cc1,-2,0.085,6,0,-20,21,27,-0.8,-3
COc1ccc(C(=O)N(C)c2c(C)n(C)n(-c3ccccc3)c2=O)cc1OC,-4,0.95,9,-3,-24,7,16,0.5,15
CCOC(=O)C1CCCN(C(=O)c2ccc(Cl)cc2)C1 (stereo not drawn),5,-0.52,-4,5,-24,-2,5,-1.0,-5
CN(C)c1ccc(NC(=S)NC(=O)/C=C/c2ccco2)cc1,5,0.48,0,-4,-24,-2,9,-0.1,-9
CCCCCNC(=O)C(C)NS(=O)(=O)c1ccc(OC)cc1 (stereo not drawn),1,-0.24,3,-3,-21[20 µM],4,-2,-0.7,3
O=S(=O)(c1ccc(Br)cc1)n1ccc2ccccc21,4,0.78,6,-2,-13[20 µM],-7,22,0.7,0
COc1cccc(-c2cc(=O)c3cc(NC(=O)c4ccccc4)ccc3[nH]2)c1,6,0.78,-4,-2,-20,-7,11,1.1,3
CCOC(=O)c1cc2c(=O)[nH]c(C(Cl)(Cl)Cl)nc2o1,0,-1.5,-3,-2,-14,-14,8,1.3,3
COn1c(=S)[nH]c2ccccc2c1=O,0,.,4,1,-24,-4,15,-0.1,0
Cc1[nH]n(-c2ccc(Br)cc2)c(=O)c1C=Nc1ccc(S(=O)(=O)Nc2nccs2)cc1,-9,0.62,8,-2,-15,-1,7,0.9,-5
CCOC(=O)C1CCN(S(=O)(=O)c2ccc(OC)c(OC)c2)CC1,1,.,-17,0,-22[20 µM],-24,3,-0.8,-4
CCCc1[nH]nc2c1C(c1ccc(O)c(OC)c1)C(C#N)=C(N)O2 (stereo not drawn),3,0.73,-4,1,-17,-5,9,0.2,-2
CC(NC(=O)c1ccc(Br)cc1)C(=O)NC1=NCCS1 (stereo not drawn),9,0.24,-2,3,-23,-6,3,0.2,-4

# A different layout for 2 compounds above:
mol	p97 ATPase inh	KCC2 mod	FXIa inh 1536	Wee1 degr inh	Furin inh	hK5 inh	FXIIa inh	PERK inhibitor	thrombin 1536
CCOC(=O)C1CCCN(C(=O)c2ccc(Cl)cc2)C1 (stereo not drawn)	5	-0.52	-4	5	-24	-2	5	-1.0	-5
CN(C)c1ccc(NC(=S)NC(=O)/C=C/c2ccco2)cc1	5	0.48	0	-4	-24	-2	9	-0.1	-9

# 3 records picked at random from the list so far, as already listed:
SMILES,p97 ATPase inh,KCC2 mod,FXIa inh 1536,Wee1 degr inh,Furin inh,hK5 inh,FXIIa inh,PERK inhibitor,thrombin 1536
Cc1[nH]n(-c2ccc(Br)cc2)c(=O)c1C=Nc1ccc(S(=O)(=O)Nc2nccs2)cc1,-9,0.62,8,-2,-15,-1,7,0.9,-5
COc1ccc(C(=O)N(C)c2c(C)n(C)n(-c3ccccc3)c2=O)cc1OC,-4,0.95,9,-3,-24,7,16,0.5,15
COn1c(=S)[nH]c2ccccc2c1=O,0,.,4,1,-24,-4,15,-0.1,0

# The list goes on.
SMILES,p97 ATPase inh,KCC2 mod,FXIa inh 1536,Wee1 degr inh,Furin inh,hK5 inh,FXIIa inh,PERK inhibitor,thrombin 1536
COc1ccc(NC(=S)N2CCN(c3ncccn3)CC2)cc1,4,0.81,-4,1,-25,-4,.,0.3,-5
COc1ccc(C2C(=O)N(C3CCCCC3)CC(=O)N2C2CCCCC2)cc1 (stereo not drawn),2,0.24,-11,-3,-16[20 µM],-10,-24,-1.5,-8
CC1CCN(CCCn2c(SCC(=O)Nc3ccccc3Cl)nc3ccccc3c2=O)CC1,-3,-0.11,3,0,-25,8,13,0.2,-8
CCOc1ccc(N(CC(=O)OC)S(=O)(=O)c2ccc3c(c2)n(C)c(=O)c(=O)n3C)cc1,0,-0.52,2,-2,-11,-30,8,-1.3,-7
CC(=O)Nc1ccc(NC(=O)CN(c2ccc(C(C)C)cc2)S(=O)(=O)c2ccccc2)cc1,-2,-0.44,-5,4,-10,.,-1,1.7,-4
Cc1ccc(C)c(N2CCN(C(=O)C3CCN(c4nnc(N5CCCC5=O)s4)CC3)CC2)c1,-3,0.82,.,0,-19[20 µM],.,.,-1.4,.
CN(C)S(=O)(=O)c1cccc(N=C2SCCN2Cc2ccccc2)c1,-1,-1.3,-1,-1,-25,0,4,1.4,-1
CCn1c(O)c(N=NC(=O)Cc2csc(N3CCOCC3)n2)c2ccccc21,0,1.3,1,-2,-20,2,6,0.6,-2
O=[N+]([O-])c1cccc(-c2csc(Nc3ccccc3)n2)c1,3,-0.17,-4,2,-21,2,12,-1.1,0
O=C(CCCSc1nc(-c2ccco2)cc(C(F)(F)F)n1)NCC1CCCO1 (stereo not drawn),-6,-0.23,1,8,-3[20 µM],-7,12,-1.2,1
CSc1nc2nc3c(cn2n1)C(=O)CC(c1ccccc1)C3 (stereo not drawn),-2,.,0,1,-4[20 µM],-2,8,-0.7,4
Cc1c(C(=O)N(Cc2cccs2)C2CCS(=O)(=O)C2)oc2ccccc12 (stereo not drawn),-4,-3.5,14,4,-18,22,21,-0.8,23
CC1Cc2ccccc2N1C(=O)Cn1c(=O)cc(O)c2ccccc21 (stereo not drawn),-6,-1.4,-4,-3,-19[20 µM],0,3,-0.7,6
Cc1ccc([N+](=O)[O-])cc1NC(=O)CCSc1ccc(Cl)cc1,0,-1.6,3,0,-15[20 µM],-28,-3,-0.1,-10
C[C@H](NC(=O)c1nc[nH]c1C(=O)N[C@@H](Cc1ccccc1)C(=O)OC(C)(C)C)C(=O)OC(C)(C)C,.,0.064,0,.,-7,1,3,.,-4
CCOC(=O)C1=C(N)OC2=C(C(=O)CC(C)C2)C1c1cccnc1 (stereo not drawn),3,-1.1,1,3,-22,-13,8,-0.8,-4
O=S(=O)(/C=C/c1ccccc1)N1CCN(c2ccccc2)CC1,1,1.3,-4,1,-27,-4,-2,0.5,-6
Nc1ncnc2nc(SCCC(=O)O)[nH]c12,8,0.022,0,-3,-27,-1,7,1.5,-3
Nc1cc(=O)[nH]c(SCC(=O)Nc2ccc(Br)cc2)n1,-5,0.42,-8,-2,-17[20 µM],-20,-10,-0.1,-15
NC(=O)CC(NC(=O)Cc1ccc(Br)cc1)c1ccc(NCCc2ccc(F)cc2)c([N+](=O)[O-])c1 (stereo not drawn),.,-3*,5,.,-25,5,11,.,4
CCOC(=O)C1=C(C)NC(=O)NC1C1CC=CCC1 (stereo not drawn),1,-0.35,-19,3,-30[20 µM],-27,6,0.9,1
COc1ccc(/C=C/C(=O)OCC(=O)c2c(C)[nH]c3ccccc23)cc1OC,10,-0.29,20,-1,-29,-8,26,-0.5,4
CC(=O)Nc1nc(C)c(-c2csc(Nc3cccc([N+](=O)[O-])c3)n2)s1,2,0.31,0,-2,-13[20 µM],5,5,-0.9,1
O=C(c1ccc(OCC2CCCO2)cc1)N1CCN(c2ccccc2)CC1 (stereo not drawn),2,.,-2,-1,-19,-4,5,0.3,-7
CCOc1ccc(-c2nnc3sc(COc4ccc(C)cc4)nn23)cc1,2,.,8,1,-20,-23,10,1.0,-4
COc1ccc(OCc2nnc3n2N=C(c2ccc(Br)cc2)CS3)cc1,-6,.,2,-1,-26,-13,9,-0.4,-8
CC(=O)N(C)c1ccc(OCC(O)Cn2c3ccc(Cl)cc3c3cc(Cl)ccc32)cc1 (stereo not drawn),-8,0.98,4,-3,-9[20 µM],-14,4,-1.1,-1
CCn1c(C)c(C(C)=O)cc(C#N)c1=O,1,0.72,0,1,-23,1,12,1.4,2
CC1=C(C(=O)OCC2CCCO2)C(c2ccc(C)cc2)C2=C(CCCC2=O)N1 (stereo not drawn),-1,0.25,-4,-1,-31,9,8,0.2,-2
CCOC(=O)C(=O)Nc1nnc(SCc2ccc(F)cc2)s1,-4,-0.13,6,-4,-7,-15,4,1.1,-3
Nc1nnc(SCc2ccc(F)cc2)n1-c1ccccc1,-1,0.19,3,6,-7[20 µM],-10,12,1.0,2
COc1cccc(NC(=O)c2ccc(NC(=O)C(C)(C)C)cc2)c1,3,0.83,4,3,-14,-14,8,0.3,3
COc1ccccc1NC(=O)c1ccc(SCC(=O)NCc2ccccc2Cl)c([N+](=O)[O-])c1,1,1.6,-1,-1,-19,-37,0,-0.1,-8
Cc1cccc(N2C(=O)c3cccc(Oc4ccc(Cl)cc4)c3C2=O)c1,-3,0.98,0,0,-24,-33,5,0.4,-10
c1ccc2c(CSc3nnc(-c4ccncc4)o3)cccc2c1,-12,.,21,2,-12[20 µM],-4,23,-1.0,0
CCOC(=O)c1cc(-c2cccnc2)nn1-c1ccccc1,-5,-0.19,17,-2,-10,19,15,0.0,12
COC(=O)Cn1cc(C(=O)C(C)(C)C)c2ccccc21,1,0.33,-4,2,-15,4,8,0.8,-6
O=C(NCc1ccc2c(c1)OCO2)c1ccc(=O)[nH]c1,1,-0.07,3,-2,-18[20 µM],-6,16,0.6,1
CCN(Cc1ccccc1)C(=O)CSc1nc(C)cc(C)c1C#N,-11,-0.66,-4,-2,0,0,16,-1.2,-5
Cc1cccc(CCNS(=O)(=O)c2cnc[nH]2)c1,-1,1.5,-6,-2,-19,-13,9,0.7,-1
COC(=O)Cc1ccc(NC(=S)N2CCCC(C)C2)cc1 (stereo not drawn),0,0.63,6,-1,-10,-11,11,0.1,-4
CCCCCc1nnc(NC(=O)c2ccc(=O)n(C)n2)s1,0,2,-4,0,-19,0,6,0.8,-4
O=C(NCCCN1CCCC1=O)c1ccc2c(c1)NC(=O)c1ccccc1S2,-1,0.69,7,1,-36,-6,22,0.4,0
COc1ccc2c3c(cccc13)NN=C2C,2,0.58,.,0,-3[20 µM],.,.,0.6,.
CC1=CC(C)(C)Nc2ccc(OC(=O)CN3C(=O)c4cccc5cccc(c45)C3=O)cc21,5,-0.18,-4,1,-1[20 µM],-21,6,-0.4,8
Cc1ccc(S(=O)(=O)N(C(=O)c2ccncc2)c2ccc(OC(=O)c3ccncc3)cc2)c(C)c1,5,-0.65,0,-3,-17,-20,20,0.7,5
